AI-2 QS mod: modulates the Vibrio harveyi AI-2 quorum sensing system | Vibrio harveyi JMH597 AI-2 luminescence/OD600 ratio, 9 h; stronger effect = lower value; strain lacks LuxN and CqsS sensors; 0 = neutral-control median | activity change, % at 7.5 µM | hit rate 0.4% among 300,000; in the data active = activity change below about -75%, passing the limit was not always enough;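 note: luminescence divided by OD600 gain over 9 h not by final OD600 alone; inactives centre near 13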
aSyn UTR inh: 5' untranslated region of α-synuclein, MLPCN primary screen; alpha-synuclein 5'UTR reporter, inhibitor activity; inhibition, % (tested at 7.5 µM); hit rate 0.82% among 300,000; AID 1813; in the data active = inhibition above about 60%;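 note: H4 neuroglioblastoma cells stably carrying SNCA 5'UTR luciferase fusion; 0% = DMSO wells and 100% = positive control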
IEC-6 tox: IEC-6 cytotoxicity, counter-screen for KLF5 inhibitors | hit rate 0.78% among 290,000 | inhibition, % at 5 µM | luminescence viability; in the data active = inhibition above about 22%;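 note: 0% = plate median of test compound wells and 100% = cytotoxic reference compound wells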
GSK3 alpha inh: human GSK-3 alpha kinase inhibition; hit rate 0.1% among 320,000; ADP-Glo luminescence, 60 min; inhibition, % at 10 µM;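 in the data active = inhibition above about 50%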;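 note: GST-tagged GSK-3 alpha with peptide substrate and 25 µM ATP; 0% = DMSO neutral wells and 100% = GW8510 positive control wells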
Target sequence (P49840 whole entry, looked up): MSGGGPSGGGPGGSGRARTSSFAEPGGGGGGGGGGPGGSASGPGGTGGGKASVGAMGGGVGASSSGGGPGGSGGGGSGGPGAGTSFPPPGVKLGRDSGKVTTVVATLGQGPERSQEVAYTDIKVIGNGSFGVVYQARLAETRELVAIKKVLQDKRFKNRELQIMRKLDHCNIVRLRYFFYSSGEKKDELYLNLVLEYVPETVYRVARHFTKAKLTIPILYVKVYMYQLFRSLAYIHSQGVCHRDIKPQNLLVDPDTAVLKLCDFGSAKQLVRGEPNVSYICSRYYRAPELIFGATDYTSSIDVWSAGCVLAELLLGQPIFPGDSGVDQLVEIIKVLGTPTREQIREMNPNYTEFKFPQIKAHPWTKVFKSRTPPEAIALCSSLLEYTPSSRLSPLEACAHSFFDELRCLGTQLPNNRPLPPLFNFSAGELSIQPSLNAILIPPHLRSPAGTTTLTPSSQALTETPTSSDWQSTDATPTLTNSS
GSK3beta inhib: human GSK3beta kinase inhibition; P49841; GST-GSK3beta kinase, ADP-Glo luminescence, 60 min; stronger effect = lower value; activity score (negative = inhibition), % at 10 µM; hit rate 0.038% among 300,000;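 active = more than half of replicate wells score below -50%, meaning over 50% inhibition versus plate controls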;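 note: 0% = median DMSO wells and -100% = median GW8510 positive control wells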
Target sequence (P49841 whole entry, looked up): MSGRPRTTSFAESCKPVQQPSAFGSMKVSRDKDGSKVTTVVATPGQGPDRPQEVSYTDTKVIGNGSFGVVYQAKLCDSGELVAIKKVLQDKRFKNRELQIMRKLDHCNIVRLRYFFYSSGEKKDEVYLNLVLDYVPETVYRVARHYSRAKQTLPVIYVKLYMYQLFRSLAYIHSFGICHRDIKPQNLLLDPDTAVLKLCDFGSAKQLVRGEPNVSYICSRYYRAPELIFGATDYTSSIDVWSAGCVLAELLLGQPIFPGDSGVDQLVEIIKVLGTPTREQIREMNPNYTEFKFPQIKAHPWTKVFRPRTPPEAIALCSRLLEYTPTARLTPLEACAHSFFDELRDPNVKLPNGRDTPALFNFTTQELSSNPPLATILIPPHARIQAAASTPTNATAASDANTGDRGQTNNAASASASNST
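Assay system: GST-tagged human GSK3beta kinase, cell-free; Input: 1.6 ng GSK3beta; Medium: Tris/MgCl2 kinase buffer; Timing: 60 min enzyme reaction, room temperature; Signal: ADP-Glo luminescence quantifying ADP generated by kinase; Evaluation: score relative to plate controls; Benchmarks: DMSO neutral wells and GW8510 at 20 µM as positive.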
HSP90 inh: inhibitors of HSP90 luciferase refolding in rabbit reticulocyte lysate; luciferase refolding luminescence, 3 h; AID 1789; inhibition, % at 5.6 µM; hit rate 0.91% among 290,000;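 active = inhibition above the screen-wide mean plus 3 SD, computed separately per campaign, cut at about 16% in these data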;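 note: 0% = DMSO wells and 100% = 60 µM geldanamycin wells; inhibitors lower the luminescence because luciferase stays unfolded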
PolyA inh: yeast polyadenylation inhibition; hit rate 0.02% among 300,000; S. cerevisiae SKY197-pL101 polyadenylation reporter, beta-gal luminescence; efflux-impaired pdr1/pdr3 knockout yeast; score 100 = 6 SD above DMSO; AID 1875; calls only at 12 µM;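 active = lowest replicate activity score at least 50, where 100 means six control SD above control mean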;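 note: yeast exposed to compound for 9 h at 30 °C; higher score means more reporter readthrough which indicates perturbed polyadenylation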
HSF1 inhib: HSF1 inhibition | hit rate 0.77% among 300,000 | AID 2098 | NIH3T3-HGL HSE-luciferase, MG132-induced, luminescence 8 h; stronger effect = lower value | activity change, negative = inhibition, % at 7.5 µM (by protocol);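 active = more than half of replicate wells show activity change below -50%, luminescence cut by over half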;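 note: luciferase reports HSF-1 transcriptional activity via heat shock element; 0% = median of DMSO wells and -100% = zero luminescence signal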
KLF5 inh: suppresses KLF5 promoter-driven expression | DLD-1 KLF5 promoter-luciferase reporter, luminescence | inhibition, % at 5 µM | hit rate 0.23% among 290,000 | AID 1700;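 active = inhibition above a per-plate limit of that plate's mean compound inhibition plus 3 SD, cut at about 60% in these data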;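 note: 0% = DMSO wells and 100% = LY294002 at 200 µM; higher means less KLF5 promoter-driven luciferase light; inactives centre near -14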
HSF-1 act: increases HSF-1 driven luciferase reporter signal | NIH3T3-HGL HSF-1 luciferase reporter, MG132, 8 h; 100% = twice DMSO control signal | AID 504408 | hit rate 1.7% among 300,000 | activation, % at 9 µM;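 active = mean replicate activation of at least 50% with a set share of replicates each reaching 50%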;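 note: 0% = median of the neutral control wells and 100% = twice that signal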
The depositor's hits bear a star; i = inactive; . = not tested or not shown. Some of the compounds tested, so the mix of outcomes need not match the whole.

nr | canonical_smiles | AI-2 QS mod | aSyn UTR inh | IEC-6 tox | GSK3 alpha inh | GSK3beta inhib
1 | COC(=O)COc1ccc(C(c2c(C)[nH][nH]c2=O)c2c(C)[nH][nH]c2=O)cc1 | 21 | 8 | 4 | -3 | 2
2 | O=C(OCCOCCN=C1NS(=O)(=O)c2ccccc21)C1CC(=O)N(c2ccccc2)C1 (stereo unspecified) | 5 | -4 | 7 | -4 | 1
3 | O=C1c2nc3cc(-c4ccccc4)[nH]n3c(=O)c2CN1Cc1ccccc1 | -6 | -16 | 2 | 2 | -1
4 | CCCOc1ccc(N/C=C/C(=O)c2cc(OC)c(OC)c(OC)c2)cc1 | -7 | 4 | 5 | . | -12
5 | CCOc1ccc(NC(=S)N2CCC(NC(=O)c3ccccc3C)CC2)cc1 | 13 | 38 | 6 | -2 | 2
6 | Cc1nc2ccccc2c(=O)n1NC(=O)/C=C/c1ccc(Br)cc1 | -8 | 1 | 5 | . | 3
7 | CCC1Oc2ccccc2N(CC(=O)NCCc2ccc(OC)c(OC)c2)C1=O (stereo unspecified) | 18 | 1 | -5 | 0 | 0
8 | CCCCOc1ccccc1P(=O)(O)CP(=O)(c1ccccc1)c1ccccc1 | -1 | -5 | -2 | -1 | 2
9 | CN(CCNC(=O)CCNC(=O)Cn1ccc2ccccc2c1=O)Cc1ccccc1 | 9 | 0 | 4 | 0 | -1
10 | O=C(Nc1cscc1S(=O)(=O)c1ccc(Cl)cc1)c1ccccc1Cl | 2 | 3 | -5 | 3 | 0

nr | HSP90 inh | PolyA inh | HSF1 inhib | KLF5 inh | HSF-1 act
1 | -3 | i | 18 | -26 | 35
2 | 7 | i | -11 | -7 | -10
3 | 1 | i | 7 | 1 | 15
4 | 3 | i | 1 | -21 | -3
5 | -4 | i | -6 | -2 | -1
6 | 0 | i | 8 | -23 | 6
7 | -2 | i | -1 | -36 | 1
8 | -1 | i | 18 | -15 | 41
9 | -2 | i | 1 | -18 | 19
10 | 1 | i | 12 | -20 | 33

Other structures:
nr | canonical_smiles | AI-2 QS mod | aSyn UTR inh | IEC-6 tox | GSK3 alpha inh | GSK3beta inhib
11 | O=C(NC(Cc1ccccc1)c1ccc2c(c1)OCCCO2)c1ccccc1F (stereo unspecified) | 22 | -10 | -5 | -3 | 0
12 | CCNc1nc(NCC)n2c(SCC(=O)Nc3cccc(Cl)c3)nnc2n1 | 11 | 19 | . | 3 | 0
13 | Cn1c(=O)c2cc(S(=O)(=O)NC(Cc3ccccc3)C(=O)NCc3ccco3)ccc2n(C)c1=O (stereo unspecified) | 17 | 6 | 0 | -1 | -3
14 | COc1ccccc1NS(=O)(=O)c1cccc(C(=O)N/N=C2\CC(=O)CC(C)(C)C2)c1 | 21 | 18 | 5 | -1 | 5
15 | COc1cccc(/C=C/C(=O)OCC(=O)c2ccc3c(c2)NC(=O)CO3)c1OC | . | 0 | -9 | 0 | .
16 | C=CCNC(=O)c1cc(-c2ccccc2O)on1 | 10 | -65 | -5 | -2 | 3
17 | Cn1cccc1Cc1nnc(SCC(=O)Nc2ccc3c(c2)OCCO3)n1CCc1ccccc1 | 23 | -1 | -3 | . | 1
18 | CCc1ccc(NC(=O)CSCCN2C(=O)c3ccccc3C2=O)cc1 | 11 | -20 | 0 | -3 | -2
19 | Cc1cc(Br)ccc1NC(=O)CN(C)C(=O)C1CCN(C(=O)c2ccc(F)cc2)CC1 | 5 | 12 | . | -3 | -3
20 | Cn1cnc([N+](=O)[O-])c1Oc1ccccc1 | 6 | 23 | 1 | 2 | 6

nr | HSP90 inh | PolyA inh | HSF1 inhib | KLF5 inh | HSF-1 act
11 | -4 | i | 3 | -43 | 2
12 | . | i | 2 | . | 10
13 | -4 | i | -3 | -20 | 1
14 | 2 | i | 1 | 15 | -6
15 | 2 | i | -3 | 2 | -4
16 | -2 | i | 9 | -68 | 10
17 | 0 | i | 8 | -10 | 13
18 | -3 | i | 5 | -18 | 5
19 | . | i | 3 | . | -4
20 | -2 | i | 3 | 9 | -11

(next part)
nr | canonical_smiles | AI-2 QS mod | aSyn UTR inh | IEC-6 tox | GSK3 alpha inh | GSK3beta inhib
21 | COCCNC(=O)C(c1ccc(O)cc1)N(Cc1ccco1)C(=O)CCC(=O)Nc1ccccn1 (stereo unspecified) | 1 | 0 | -2 | 2 | 15
22 | COc1ccc(NS(=O)(=O)c2cccc(C(=O)OCC(=O)N3CCN(c4ccc(OC)cc4)CC3)c2)cc1 | . | -8 | . | -2 | .
23 | COc1cccc(S(=O)(=O)Nc2ccc3c(c2)OCCO3)c1 | -3 | -60 | 3 | 4 | 3
24 | Cc1cc(C)c2c(N)c(C(=O)N/N=C/c3cccs3)sc2n1 | -9 | -140 | 2 | 2 | 1
25 | O=C(Nc1ccc2cn[nH]c2c1)c1c(Cl)cccc1Cl | 21 | -26 | 0 | 9 | -1
26 | Cc1cccc(NC(=S)NN2CCN(C)CC2)c1 | 13 | -9 | -1 | -3 | 2
27 | CCOC(=O)C(NC(C)=O)C(=O)Nc1c(C)cccc1C (stereo unspecified) | 21 | -4 | -4 | 2 | 1
28 | CSc1c2c(nc3ncnn13)CCC2 | 26 | 7 | 8 | -3 | -1
29 | Cc1ccc(NCc2n[nH]c(=S)n2-c2ccccc2)cc1Cl | 13 | 4 | 0 | 4 | -11
30 | CCC(C)NC(=O)CN(C1CCCCC1)S(=O)(=O)c1ccc(F)cc1 (stereo unspecified) | 22 | 8 | -7 | -1 | 2

nr | HSP90 inh | PolyA inh | HSF1 inhib | KLF5 inh | HSF-1 act
21 | 4 | i | 0 | -7 | -6
22 | . | i | 5 | . | 8
23 | 5 | i | -31 | -12 | -44
24 | 4 | i | -7 | -129 | 18
25 | 4 | i | -2 | -32 | 2
26 | 4 | i | -4 | -31 | -8
27 | -1 | i | -2 | -6 | 2
28 | -3 | i | -3 | -5 | -1
29 | 2 | i | 2 | -13 | 35
30 | -1 | i | 0 | 5 | -3

Record cards (already shown). Values in the order: AI-2 QS mod	aSyn UTR inh	IEC-6 tox	GSK3 alpha inh	GSK3beta inhib	HSP90 inh	PolyA inh	HSF1 inhib	KLF5 inh	HSF-1 act
`COc1cccc(S(=O)(=O)Nc2ccc3c(c2)OCCO3)c1` in the list: -3	-60	3	4	3	5	i	-31	-12	-44
`O=C(Nc1ccc2cn[nH]c2c1)c1c(Cl)cccc1Cl` in the list: 21	-26	0	9	-1	4	i	-2	-32	2
`CCC(C)NC(=O)CN(C1CCCCC1)S(=O)(=O)c1ccc(F)cc1` (stereo unspecified) in the list: 22	8	-7	-1	2	-1	i	0	5	-3
`Cc1ccc(NCc2n[nH]c(=S)n2-c2ccccc2)cc1Cl` in the list: 13	4	0	4	-11	2	i	2	-13	35
`CCOC(=O)C(NC(C)=O)C(=O)Nc1c(C)cccc1C` (stereo unspecified) in the list: 21	-4	-4	2	1	-1	i	-2	-6	2

Back to the main list; the two compounds before the break are reprinted first.
nr | canonical_smiles | AI-2 QS mod | aSyn UTR inh | IEC-6 tox | GSK3 alpha inh | GSK3beta inhib
29 | Cc1ccc(NCc2n[nH]c(=S)n2-c2ccccc2)cc1Cl | 13 | 4 | 0 | 4 | -11
30 | CCC(C)NC(=O)CN(C1CCCCC1)S(=O)(=O)c1ccc(F)cc1 (stereo unspecified) | 22 | 8 | -7 | -1 | 2
31 | CCCCN(C)CCCNC(=O)c1cccc(N2CCCC2=O)c1 | 3 | 4 | -2 | -5 | 3
32 | Cn1c(CSCc2ccccc2Cl)n[nH]c1=S | 17 | 8 | 0 | . | 2
33 | O=C(CCN1CCN(c2ccc([N+](=O)[O-])cc2)CC1)c1ccc(Cl)cc1 | 14 | -3 | -6 | 0 | 1
34 | O=C(CN(CCc1ccccc1)C(=O)CNS(=O)(=O)c1ccccc1)NCC1CCCO1 (stereo unspecified) | 19 | -7 | 4 | 5 | 1
35 | CC(=O)Nc1ccc(N2C(=O)CC(c3ccccc3)CC2=O)cc1 | 4 | 8 | 5 | -2 | -6
36 | COc1cccc(/C=C2\SC(=O)N(CCC(=O)NNC(=O)c3ccccc3Cl)C2=O)c1 | 0 | -36 | -4 | 0 | -4
37 | O=C(c1cnn(C(=O)c2ccccc2)c1)c1ccccc1O | 40 | -36 | 22 | -1 | 2
38 | C/C=C/c1ccc(OCC(=O)N(CCOC)c2c(N)n(CCCC)c(=O)[nH]c2=O)c(OC)c1 | 17 | -6 | . | 0 | 3
39 | Cc1ccc(C(=O)CC2SC(N)=NC2=O)cc1 (stereo unspecified) | 16 | 12 | 4 | 0 | 2
40 | CCc1nnc(NC(=O)C(CC)c2ccccc2)s1 (stereo unspecified) | 7 | 21 | -6 | 0 | 0

nr | HSP90 inh | PolyA inh | HSF1 inhib | KLF5 inh | HSF-1 act
29 | 2 | i | 2 | -13 | 35
30 | -1 | i | 0 | 5 | -3
31 | 3 | i | -4 | 2 | 8
32 | 2 | i | -9 | -5 | -6
33 | 5 | i | -4 | 0 | 22
34 | 1 | i | 1 | 6 | 6
35 | 2 | i | -4 | -25 | -6
36 | 1 | i | 9 | 18 | 16
37 | 2 | i | 8 | -11 | 44
38 | . | i | 5 | . | 3
39 | 3 | i | 1 | -38 | 4
40 | 0 | i | -13 | -36 | -7

Additional compounds follow:
nr | canonical_smiles | AI-2 QS mod | aSyn UTR inh | IEC-6 tox | GSK3 alpha inh | GSK3beta inhib
41 | O=C(NCc1ccccc1F)C(=O)NCC1CCCN1S(=O)(=O)c1cccs1 (stereo unspecified) | 25 | -2 | . | -3 | -4
42 | CCCCN(C(=O)c1c(CC)noc1C)c1c(N)n(CCC)c(=O)[nH]c1=O | 21 | 7 | . | 1 | 4
43 | CC(=O)C1=C(O)C(=O)N(CC#N)C1c1cccs1 (stereo unspecified) | 15 | -7 | -6 | 4 | 3
44 | CCCn1cc(S(=O)(=O)CC(=O)N2CCc3ccccc32)c2ccccc21 | 7 | -6 | 0 | -1 | 1
45 | O=C(NCCC(=O)N(CCc1ccccc1)Cc1ccccc1)c1ccc(Br)cc1 | -6 | 6 | . | -1 | 0
46 | CC(C)(C)C1CCc2c(sc3c2C(=O)NC(c2ccco2)N3)C1 (stereo unspecified) | 32 | -186 | 5 | 5 | -1
47 | Cc1nc2nc(SCC(=O)O)nn2c(C)c1Cc1c(F)cccc1Cl | 24 | -3 | 0 | -4 | -4
48 | Cn1nc(C(=O)NC2=NCCS2)ccc1=O | 24 | 14 | 2 | 0 | 4
49 | COC(=O)/C=c1/sc2nc3ccccc3n2c1=O | -3 | -35 | 8 | 0 | 3
50 | C=CCn1c(Oc2cc(C)ccc2C)nc2c1c(=O)n(C)c(=O)n2C | 37 | 24 | -4 | -2 | 2

nr | HSP90 inh | PolyA inh | HSF1 inhib | KLF5 inh | HSF-1 act
41 | . | i | 0 | . | -2
42 | . | i | -2 | . | -8
43 | -1 | i | 6 | -12 | -9
44 | 0 | i | -2 | 4 | 0
45 | . | i | -12 | . | -32
46 | 5 | i | -30 | -32 | -43
47 | 0 | i | -12 | -16 | -9
48 | -7 | i | -10 | -57 | -4
49 | 4 | i | 1 | -13 | -5
50 | 2 | i | -2 | -16 | -13
